APP 5'UTR act: APP 5'UTR luciferase reporter activation; AID 1276; SH-SY5Y APP 5'UTR luciferase reporter, luminescence; zero percent = DMSO vehicle wells; activation, % at 2 µM; actives 1% (n = 190,000);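 active means activation above a set limit, based on mean plus 3 SD of controls, cut at about 140% in these data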; further: values of inactives mirror those of a sister screen read the other way
NF-kB neuron act: compounds increasing NF-kB expression in human neuronal cells; actives 1.6% (n = 190,000); NF-kB reporter expression; active compounds read high; fold change at 12.5 µM; in the data active means fold change above about 3.3
TNAP inh hi DEA: blocks human TNAP under high phosphate acceptor concentration. inhibition, % at 20 µM. AID 1135. actives 0.03% (n = 200,000). P05186. purified TNAP, CDP-star luminescence, 1 M DEA;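 active means over 50% inhibition of tissue-nonspecific alkaline phosphatase at 20 µM in the single-dose screen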;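 further: plate controls were DMSO wells for no effect and EDTA-quenched wells as full inhibition for full effect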
Target sequence (P05186 whole entry, looked up): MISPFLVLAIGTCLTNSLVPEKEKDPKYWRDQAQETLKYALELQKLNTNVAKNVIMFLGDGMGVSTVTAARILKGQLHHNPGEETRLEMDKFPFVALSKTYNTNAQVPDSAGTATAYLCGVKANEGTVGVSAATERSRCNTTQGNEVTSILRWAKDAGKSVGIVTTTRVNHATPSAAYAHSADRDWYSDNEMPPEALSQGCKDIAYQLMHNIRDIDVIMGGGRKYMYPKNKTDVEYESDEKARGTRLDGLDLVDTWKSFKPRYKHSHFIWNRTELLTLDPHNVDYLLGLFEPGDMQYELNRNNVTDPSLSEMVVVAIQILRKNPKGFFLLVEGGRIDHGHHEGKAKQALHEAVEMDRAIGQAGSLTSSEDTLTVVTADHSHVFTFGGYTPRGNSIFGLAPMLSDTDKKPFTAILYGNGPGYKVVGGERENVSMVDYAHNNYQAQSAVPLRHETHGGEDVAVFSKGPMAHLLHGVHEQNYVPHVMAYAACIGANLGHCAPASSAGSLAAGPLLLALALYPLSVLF
TNAP inh no acc: inhibitors of human TNAP without phosphate acceptor. inhibition, % at 20 µM. AID 1012. purified TNAP, CDP-star luminescence, 30 min. actives 0.26% (n = 200,000). P05186;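 active means tissue-nonspecific alkaline phosphatase inhibition above about 50% at 20 µM in the single-dose screen, limit read from the data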;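 further: 0% = DMSO negative control and 100% = EDTA positive control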
bIAP act: intestinal alkaline phosphatase (bovine) activation. AID 1016. activation factor at 20 µM. purified bovine IAP, CDP-star luminescence, 30 min; active compounds read high; fold of DMSO-control signal, blank-subtracted. actives 0.17% (n = 200,000);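 active means activation factor of 2 or more at 20 µM, a signal rise over negative controls twice the positive control's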
TNAP act hiacc: TNAP (human) activation, high acceptor; 200,000 tested, under 10 active; purified TNAP, CDP-star luminescence, 1 M DEA, 30 min; active compounds read high; 0 = EDTA background, 1 = DMSO-only activity; activation factor at 20 µM;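 active means activation factor at least 2 at 20 µM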
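Measured by: Luminescent substrate turnover signal | Test system: Human TNAP | Input: TNAP 1/800 final | Dosing: 20 µM single point | Schedule: 30 min, room temperature | Controls: EDTA wells as negative control, DMSO wells as positive control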
PMI act hi M6P: activators of human phosphomannose isomerase at near-saturating mannose 6-phosphate. P34949. coupled PMI enzyme assay, resazurin fluorescence, 20 min; active compounds read high; 1 = untreated enzyme, 0 = substrate-free blank. activation factor at 20 µM. actives 0.34% (n = 190,000). AID 1216;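 active means activation factor of 2 or more at 20 µM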
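Test system: human phosphomannose isomerase with PGI, G6PDH, diaphorase coupling enzymes / Doses: 20 µM compound, 1% DMSO / Times: enzyme reaction with compound 20 min at room temperature / Measured by: Diaphorase-driven resazurin-to-resorufin fluorescence, excitation 544, emission 590 nm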
FLuc stim CS: firefly luciferase counter-screen for stimulation assays | P08659 | ATPlite luciferase biochemical, luminescence, 10 min; 0 = ATP-free wells, 1 = DMSO control | activation factor at 10 µM | 200,000 tested, under 10 active;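 active means luciferase activation factor, scaled between plate controls, of at least 2 with compound at 10 µM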
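test system = cell-free luciferase reagent | medium = PBS as buffer for the ATP substrate | dosing = test compounds dosed from 2 mM stocks in 100% DMSO | incubation = 10 min at ambient temperature | detection = luminescence measurement of luciferase light output | benchmarks = low control with PBS replacing ATP, high control enzyme plus ATP without compound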
FLuc inh counter: counter-screen for luciferase assay inhibitors: firefly luciferase inhibition; ATPLite firefly luciferase biochemical luminescence, 10 min; inhibition, % at 10 µM; actives 1.5% (n = 200,000); AID 1006;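 active means inhibition above about 50% when tested at 10 µM, limit read from the data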
PMI activator: increases human mannose-6-phosphate isomerase activity; P34949; purified human PMI, coupled resazurin fluorescence, 20 min; active compounds read high; 1 = vehicle control, 0 substrate-free wells; activation factor at 20 µM; actives 0.005% (n = 190,000); AID 1214;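 active means activation factor of 2 or more at 20 µM, relative to plate controls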
The depositor's hits bear a star; & = joins results of further samples. This is a random part of the collection; overall some 3.6% were active at least once.

SMILES	APP 5'UTR act	NF-kB neuron act	TNAP inh hi DEA	TNAP inh no acc	bIAP act	TNAP act hiacc	PMI act hi M6P	FLuc stim CS	FLuc inh counter	PMI activator
O=C(NNC(=O)c1cccnc1)Nc1cccc(Cl)c1Cl	4	0.9	-3	-33	0.9	1	1	1	-4	0.9
COc1ccc(C[C@H]2CN3C(=NC[C@H]3C)N2CCNC(=O)CCC2CCCCC2)cc1	21	0.86	-10	-12	1.4	1.1	1	1.1	-10	0.9
COc1ccc(C(=O)Cn2nnc(-c3ccc(N4CCOCC4)cc3)n2)cc1OC	0	0.57	-8	-12	1	1.1	1	0.8	15	0.9
OC1CCN(c2c3c(nc4cc(-c5ccc(F)cc5)nn24)CCC3)CC1	-10	0.68	-5	-11	0.8	1.1	1	0.9	7	1
O=C1O/C(=C/c2ccccc2)c2ccccc21	-15	0.98	-2	-9	1	1	1	0.8	16	0.9
Cc1onc(-c2ccccc2)c1C(=O)c1c[nH]c(C(=O)NCc2ccccn2)c1	7	1.1	-2	-9	1.2	1	1	1	-4	1
C=CCn1cccc(C(=O)Nc2cc(OC)ccc2OC)c1=O	-23	1.2	-2	-7	1.1	1	1	1	-4	1
CCCS(=O)(=O)N1CCC(C(=O)NCc2ccccc2Cl)CC1	15	1.1	-2	-2	0.8	1	0.9	1	2	0.9
COc1ccc(C2=C(CN(C)C)C(c3ccccc3)c3ccccc3O2)cc1 (configuration not stated)	9&13	1&1	-4&-7	-7&1	1&1	1&1.1	0.9&1.1	1&1.1	-1&-8	0.8&1
Cc1ccc(N2C(=O)NC(NC(=O)c3ccc(Cl)cc3)(C(F)(F)F)C2=O)cc1 (configuration not stated)	-16	0.96	-3	-9	0.7	1	1	1.1	-6	1
CCCCn1c(C)cc(C)c(S(=O)(=O)c2ccccc2C)c1=O	-17	0.85	-7	-14	0.8	1.1	1	1	-4	0.9
Nc1nnc(SCC(=O)NCCOc2ccccc2)s1	-4	0.9	0	-4	1.2	1	0.9	1	-1	1
C=CCN1CN(S(=O)(=O)c2cccs2)c2nc3ccccc3nc21	10	1	-5	-9	0.9	1	1.4	1	-5	1.1
COCCNC(=O)/C(C#N)=C/c1c(F)cccc1Cl	25	0.76	-7	-13	1	1.1	1.1	1	-1	1.1
COc1cc2c(cc1OC)C(c1cccs1)CC(=O)N2 (configuration not stated)	5	0.94	-3	-10	0.9	1	1	1	-4	0.9
O=[N+]([O-])c1cc(S(=O)(=O)N2CCCC2)ccc1N/N=C/c1cccs1	0	0.94	6	4	0.5	0.9	0.9	1	-3	0.9
COc1ccc(-n2c(SCc3ccccn3)nc3c(c2=O)SCC3)cc1OC	-14	0.86	4	-6	1	1	1	1	-3	1
CC(C)(C)Cc1nnc(NS(=O)(=O)c2ccc(F)cc2)s1	3	1.1	-7	-12	1	1.1	1	1	-3	1
Nc1ccc(-c2ccc(C(=O)O)s2)cn1	7	1.1	-5	-5	1	1.1	1	1	-4	1.2
O=C(Nc1ccccc1C(F)(F)F)N1CCC(n2c(=O)[nH]c3ccccc32)CC1	8	1.1	0	-5	0.9	1	1	1.1	-5	0.9
Cc1cc(C)c(NC(=O)CN2C(=O)NC3(CCCCC3)C2=O)c(Cl)c1	15	0.91	-5	-11	1	1.1	1	1.1	-8	1.1
CCCCNC(=O)Cn1c(=O)n(C)c2ccccc21	16	0.92	5	-8	1	0.9	0.9	1	-1	0.9
Cc1nn(Cc2ccccc2)c2sc(C(=O)N3CCN(Cc4ccc5c(c4)OCO5)CC3)cc12	-9	0.98	2	-3	1	1	0.8	1	-2	0.8
CNC(=O)CN(c1cc([N+](=O)[O-])ccc1OC)S(C)(=O)=O	8	1.1	-7	-12	1.1	1.1	1.1	1.1	-9	1.1

Entries from the list above containing four or more nitrogen atoms (ten):
SMILES	APP 5'UTR act	NF-kB neuron act	TNAP inh hi DEA	TNAP inh no acc	bIAP act	TNAP act hiacc	PMI act hi M6P	FLuc stim CS	FLuc inh counter	PMI activator
O=C(NNC(=O)c1cccnc1)Nc1cccc(Cl)c1Cl	4	0.9	-3	-33	0.9	1	1	1	-4	0.9
COc1ccc(C[C@H]2CN3C(=NC[C@H]3C)N2CCNC(=O)CCC2CCCCC2)cc1	21	0.86	-10	-12	1.4	1.1	1	1.1	-10	0.9
COc1ccc(C(=O)Cn2nnc(-c3ccc(N4CCOCC4)cc3)n2)cc1OC	0	0.57	-8	-12	1	1.1	1	0.8	15	0.9
OC1CCN(c2c3c(nc4cc(-c5ccc(F)cc5)nn24)CCC3)CC1	-10	0.68	-5	-11	0.8	1.1	1	0.9	7	1
Cc1onc(-c2ccccc2)c1C(=O)c1c[nH]c(C(=O)NCc2ccccn2)c1	7	1.1	-2	-9	1.2	1	1	1	-4	1
Nc1nnc(SCC(=O)NCCOc2ccccc2)s1	-4	0.9	0	-4	1.2	1	0.9	1	-1	1
C=CCN1CN(S(=O)(=O)c2cccs2)c2nc3ccccc3nc21	10	1	-5	-9	0.9	1	1.4	1	-5	1.1
O=[N+]([O-])c1cc(S(=O)(=O)N2CCCC2)ccc1N/N=C/c1cccs1	0	0.94	6	4	0.5	0.9	0.9	1	-3	0.9
O=C(Nc1ccccc1C(F)(F)F)N1CCC(n2c(=O)[nH]c3ccccc32)CC1	8	1.1	0	-5	0.9	1	1	1.1	-5	0.9
Cc1nn(Cc2ccccc2)c2sc(C(=O)N3CCN(Cc4ccc5c(c4)OCO5)CC3)cc12	-9	0.98	2	-3	1	1	0.8	1	-2	0.8

Reprinted at random: two compounds from above
SMILES	APP 5'UTR act	NF-kB neuron act	TNAP inh hi DEA	TNAP inh no acc	bIAP act	TNAP act hiacc	PMI act hi M6P	FLuc stim CS	FLuc inh counter	PMI activator
COc1ccc(-n2c(SCc3ccccn3)nc3c(c2=O)SCC3)cc1OC	-14	0.86	4	-6	1	1	1	1	-3	1
CCCCNC(=O)Cn1c(=O)n(C)c2ccccc21	16	0.92	5	-8	1	0.9	0.9	1	-1	0.9

Screens deposited in PubChem by several laboratories.
